CF NFkB inh: cystic fibrosis NF-kB activation inhibition; KKLEB NF-kB-GFP reporter, PAF-induced, GFP fluorescence overnight; inhibition, % at 5 µM; 360,000 compounds, 0.86% hits; AID 588850;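 active = at least 50% inhibition at 5 µM, scaled per plate between neutral and stimulator controls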;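 note: PAF is a Pseudomonas aeruginosa culture filtrate used as stimulus; plate controls were PAF-stimulated DMSO wells for no effect and unstimulated DMSO wells for full effect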
Shn3 3UTR inh: reduces Shn3 3'UTR luciferase signal in osteoblasts; inhibition, % at 12.5 µM; 360,000 compounds, 0.52% hits; Clone20 osteoblast Shn3 3'UTR firefly luciferase, 24 h;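 active = mean inhibition of at least 75% with every replicate also reaching 75%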;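 note: 0% = median of neutral control wells and 100% = pilot-screen positive control compound; some compounds past the cut are filed as inactive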
NR2E3 ag-1: agonists of human NR2E3 nuclear receptor; CHO-S Gal4-NCOR/VP16-NR2E3 two-hybrid, luciferase; inhibition of corepressor binding, % at 3.98 µM; 360,000 compounds, 0.35% hits; AID 602229;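 active = inhibition above the mean of all tested compounds plus 3 SD, cut at about 70% in these data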;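 note: 0% = DMSO with NR2E3 transfected cells and 100% = cells lacking NR2E3 construct; higher means lower luciferase signal from less NR2E3 corepressor binding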
Target sequence (Q9Y5X4 whole entry, looked up, the tested form may be a part): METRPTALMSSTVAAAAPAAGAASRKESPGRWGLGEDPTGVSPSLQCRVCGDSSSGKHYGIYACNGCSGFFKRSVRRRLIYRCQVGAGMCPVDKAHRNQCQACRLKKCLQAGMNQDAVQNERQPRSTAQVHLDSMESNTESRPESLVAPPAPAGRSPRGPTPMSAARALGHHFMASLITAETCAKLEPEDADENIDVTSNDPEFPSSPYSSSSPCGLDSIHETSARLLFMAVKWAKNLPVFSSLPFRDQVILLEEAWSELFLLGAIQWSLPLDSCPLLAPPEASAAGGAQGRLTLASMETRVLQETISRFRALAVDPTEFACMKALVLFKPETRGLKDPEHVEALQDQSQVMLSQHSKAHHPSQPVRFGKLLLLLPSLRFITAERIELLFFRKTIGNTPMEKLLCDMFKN
HIF-2a block: HIF-2a inhibition | 786-0 RCC cells HIF-2a reporter, luciferase luminescence, overnight | inhibition, % at 18.8 µM | 360,000 compounds, 0.72% hits;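 active = inhibition of the luminescence signal of 40% or more relative to plate controls, in a single-dose primary screen at 18.75 µM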
Peg3 promoter: reduces Peg3 promoter-driven luciferase expression in HeLa. HeLa PEG-Prom luciferase reporter, luminescence, overnight. inhibition, % at 20 µM. AID 588405. 360,000 compounds, 1.7% hits;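 active = inhibition of at least 50% at 20 µM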
iPSC survival up: enhancers of human iPSC single-cell survival | hiPSC single-cell survival, ATPlite luminescence; 100% = ROCK inhibitor wells, 0% = DMSO | survival enhancement, % at 20 µM | 360,000 compounds, 0.044% hits; in the data active = survival enhancement above about 18%;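 note: cells exposed to compounds for 16 hours before the ATP read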
NR2E3 ag-2: activates human photoreceptor nuclear receptor NR2E3. Q9Y5X4. GST-NR2E3/biotin-RetCOR TR-FRET, 1536-well. inhibition of corepressor binding, % at 4.78 µM. 320,000 compounds, 0.12% hits. AID 2300;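 active = percent inhibition above the cutoff of mean plus 3 SD of all tested compounds, set per screening campaign, cut at about 20% in these data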;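 note: 0% = DMSO wells and 100% = biotin wells as full block of FRET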
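System: GST-tagged NR2E3 plus biotinylated RetCOR corepressor; Buffer or medium: pH 7.5 Tris-based buffer; Probe or stimulus: RetCOR corepressor, biotinylated, 7 nM; Doses: compound at 4.8 µM, single dose; Schedule: 5 h incubation at 4 °C; Technique: time-resolved FRET; Evaluation: percent inhibition of TR-FRET ratio; Replication: one well per compound, singlicate testing.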
TWEAK-Fn14 inh: blocks TWEAK-Fn14 interaction in a reporter cell assay. TWEAK-stimulated Fn14 reporter cells, luciferase luminescence, 8 h. inhibition, % at 10 µM. 360,000 compounds, 2% hits. AID 1159606; in the data active = inhibition above about 50%
KKLEB cytotox: counter-screen for CF NF-kB inhibitors: cytotoxicity. KKLEB CF airway cells viability, ATPlite luminescence, overnight; hits give low values; cells stimulated with P. aeruginosa culture filtrate. 360,000 compounds, 0.36% hits. activity change (cytotoxicity), % at 5 µM;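 active = corrected activity change at or below -50% at 5 µM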
MITF TRPM1 inh: reduces MITF-dependent TRPM1 promoter luciferase signal; SK-MEL-5 TRPM1 promoter luciferase, 24 h; inhibition, % at 12.5 µM; 330,000 compounds, 0.83% hits; AID 488899;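 active = mean inhibition across replicates of 60% or more, whatever share of single replicates reaches that level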; note: values of inactives mirror those of a sister screen read the other way
aDG glyco act: alpha-DG glycosylation activation; Pro5-aDG cells, alpha-DG glycosylation AlphaScreen (IIH6); 0% Pro5, 100% B10-LARGE cell signal; activation, % at 10 µM; 360,000 compounds, 0.22% hits; AID 624168;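 active = activation of at least 8% versus controls, or a plate z-score of at least 8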;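 note: Pro5 are CHO cells carrying HIG-tagged alpha-DG that lacks glycosylation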
* hit, by the source's call; . = not tested or not shown.

1. CN1CCN(C(=O)c2ccccc2NC(=O)c2cccs2)CC1
2. CCn1nc(NS(=O)(=O)c2cccc3nonc23)c2cc3ccc(C)cc3nc21
3. CSC(=NC#N)N1CCN(c2c(C)cccc2C)CC1
4. CC(=O)Nc1ccc(SC[C@H](C)CN2CC[C@H](C(C)(C)C)CCC2=O)cc1
5. C=CCOc1cccn2c(N(C=O)Cc3ccc(OC)cc3)c(CC)nc12
6. COc1cc(C(=O)Nc2ccc(C)cn2)ccc1OCC(=O)N1CCOCC1
7. COC(=O)[C@]1(C)N[C@H](CN(C)C(=O)Nc2ccc(C(F)(F)F)cc2)[C@@H]2C(=O)N(C)C(=O)[C@@H]21
8. Cc1cc(-c2ccccc2)nc(N2CCC(C(=O)NC(C)C)CC2)n1

screen / no. | 1 | 2 | 3 | 4 | 5 | 6 | 7 | 8
CF NFkB inh | 5 | -19 | 10 | -3 | 9 | -30 | -10 | 8
Shn3 3UTR inh | 4 | -64 | 2 | 1 | 16 | -2 | -6 | -24
NR2E3 ag-1 | -30 | -12 | 0 | 11 | 18 | -8 | 13 | -103
HIF-2a block | 22 | -17 | -3 | 3 | 2 | -46 | 3 | -64
Peg3 promoter | -5 | -1 | -20 | -11 | 15 | -14 | -3 | -20
iPSC survival up | -0.3 | 0.1 | -0.6 | -1.9 | 2.4 | -0.5 | 1.4 | 0.6
NR2E3 ag-2 | 1 | -4 | 4 | 2 | . | 3 | . | 1
TWEAK-Fn14 inh | -4 | -7 | -2 | 9 | -1 | 11 | 0 | -15
KKLEB cytotox | -4 | -15 | -8 | -3 | -2 | 7 | 15 | -6
MITF TRPM1 inh | 9 | 8 | -2 | -14 | . | -16 | -3 | 2
aDG glyco act | -0.1 | 0.0 | 0.7 | 0.0 | -0.2 | 0.1 | 0.0 | 0.1

Results in NR2E3 ag-1 and HIF-2a block, for 2 of the compounds above:
No.	SMILES	NR2E3 ag-1	HIF-2a block
3	CSC(=NC#N)N1CCN(c2c(C)cccc2C)CC1	0	-3
1	CN1CCN(C(=O)c2ccccc2NC(=O)c2cccs2)CC1	-30	22

Going on with the list:
9. CCS(=O)(=O)c1ccc(O)c(NC(=O)Nc2ccccc2OC)c1
10. CCCOc1ccc(C(=O)NC(C)C(=O)O)cc1 (stereo not drawn)
11. CCNC(=O)c1c(NC(C)=O)sc2c1CCCC2
12. OC(CNCc1ccc(Cl)cc1)C(F)(F)F (stereo not drawn)
13. O=C(Nc1ccc2c(c1)OCO2)c1cnccn1
14. COc1ccc(O)c(C(=O)c2cc(C#N)c(=O)n(-c3ccc(Cl)cc3)c2)c1
15. Cc1ccc(S(=O)(=O)N(CC(O)CN2C(=O)NC(C)(C)C2=O)c2cccc(C)c2)cc1 (stereo not drawn)
16. COC(=O)C/C(C)=N/Nc1ccc(S(=O)(=O)N2CCCC2)cc1[N+](=O)[O-]

screen / no. | 9 | 10 | 11 | 12 | 13 | 14 | 15 | 16
CF NFkB inh | 21 | -1 | -4 | -39 | -21 | 4 | -2 | 4
Shn3 3UTR inh | 20 | -26 | -12 | -8 | -9 | 4 | 2 | -1
NR2E3 ag-1 | 4 | 2 | -33 | 15 | -59 | -15 | -3 | 2
HIF-2a block | 5 | -14 | -3 | 6 | -182 | -30 | 11 | 19
Peg3 promoter | 26 | 3 | 6 | 11 | -112 | -8 | -3 | 0
iPSC survival up | -0.4 | 0.3 | 0.4 | -1.6 | 0.4 | 0.0 | 0.7 | -1.0
NR2E3 ag-2 | 1 | 2 | 6 | 4 | -6 | 3 | 5 | 4
TWEAK-Fn14 inh | -9 | -14 | 12 | -14 | -9 | -27 | 4 | -5
KKLEB cytotox | -2 | -5 | 6 | 10 | 27 | 10 | 3 | 13
MITF TRPM1 inh | -2 | -7 | -5 | 1 | -46 | -11 | -8 | 0
aDG glyco act | -0.1 | -0.1 | 0.0 | 0.2 | -0.1 | -0.1 | 0.1 | -0.3

17. O=C(Cn1c(=O)n(-c2cccc(Cl)c2)c(=O)n1CC(=O)N1CCCCC1)N1CCCCC1
18. CC(C)(C)c1ccc(-n2ncc3c2CCCC3NC(=O)C2=NNC(=O)CC2)cc1 (stereo not drawn)
19. CC1CCN(C(=O)C2CCC(CNc3c(N4CCCCC4)c(=O)c3=O)CC2)CC1 (stereo not drawn)
20. COc1ccc(NC(=O)COC(=O)/C=C/c2cnc3ccccc3n2)cc1
21. CC1CCC/C(=N\NC(=S)NCc2ccccc2)C1 (stereo not drawn)
22. N/C(CC(=O)Nc1ccc(F)c(Cl)c1)=N\OC(=O)c1cccs1
23. CCOC(=O)c1c(C)nc2c(C)cccn12
24. S=C(NCCC(c1ccccc1)c1ccccc1)Nc1cccc(Cl)c1

screen / no. | 17 | 18 | 19 | 20 | 21 | 22 | 23 | 24
CF NFkB inh | 6 | 15 | -25 | 11 | 21 | 13 | 0 | 15
Shn3 3UTR inh | 7 | 60 | 15 | -6 | 9 | -6 | -1 | -21
NR2E3 ag-1 | 2 | 36 | -8 | -32 | 23 | 2 | 5 | 29
HIF-2a block | 18 | 4 | 11 | -39 | 18 | 26 | 9 | -30
Peg3 promoter | 12 | 0 | 14 | -17 | 26 | 23 | 18 | 11
iPSC survival up | 1.5 | -0.3 | -0.6 | 1.3 | 0.1 | 0.1 | -0.5 | -5.4
NR2E3 ag-2 | 1 | 0 | -1 | -5 | 0 | 3 | 2 | 1
TWEAK-Fn14 inh | 3 | 8 | -11 | 6 | 1 | -47 | 84* | 29
KKLEB cytotox | 1 | -10 | 4 | 8 | -12 | -2 | 1 | -2
MITF TRPM1 inh | 5 | 19 | 20 | -2 | 14 | 3 | 4 | -2
aDG glyco act | 0.1 | 0.9 | 0.1 | -0.3 | 0.0 | 0.2 | 0.0 | -0.1

25. CCCCCCCCN1C(=O)[C@H](CC(=O)N2CCN(C(=O)c3ccco3)CC2)C[C@@]2(C(=O)OCC)CCCC=C12
26. C(=N\N1CCN(Cc2cccc3ccccc23)CC1)/c1cccnc1
27. CCOC(=O)C1CCN(C(=O)C(C)Oc2ccc(C(=O)c3ccccc3)cc2)CC1 (stereo not drawn)
28. CC1(/[N+]([O-])=C/c2ccccc2F)CCCCC1=O (stereo not drawn)
29. COc1ccc(C(=O)NCCS(=O)(=O)NCc2cccnc2)cc1
30. CCC1C(=O)CC(c2ccccc2)NC1c1ccccc1 (stereo not drawn)
31. CCOC(=O)C1(CCOc2ccccc2)CCN(Cc2ccc(O)c(OC)c2)CC1
32. CCOC(=O)N1CCN(C(=O)CSc2nnc(-c3cccs3)o2)CC1

screen / no. | 25 | 26 | 27 | 28 | 29 | 30 | 31 | 32
CF NFkB inh | . | 24 | -15 | 6 | 4 | 2 | -15 | 12
Shn3 3UTR inh | . | -2 | 2 | 20 | 6 | 2 | 10 | 17
NR2E3 ag-1 | 18 | -4 | 11 | -20 | -5 | -2 | -23 | 8
HIF-2a block | -4 | 25 | 0 | 19 | 17 | 5 | 2 | 2
Peg3 promoter | . | 5 | 14 | 28 | 0 | 5 | 5 | 13
iPSC survival up | -0.2 | -1.2 | -0.3 | -2.1 | 0.3 | -1.5 | -0.5 | 4.0
NR2E3 ag-2 | . | 1 | -1 | -3 | -1 | -2 | 2 | -2
TWEAK-Fn14 inh | 9 | 0 | -6 | 17 | 9 | 0 | 0 | 9
KKLEB cytotox | . | -10 | -3 | 7 | -1 | 7 | -5 | -34
MITF TRPM1 inh | . | 1 | -3 | 8 | -2 | 5 | 16 | 5
aDG glyco act | 0.1 | 0.2 | -0.2 | 0.2 | 0.0 | 0.0 | 0.8 | 0.2

33. CCOc1ccc(C(=O)Nc2cc(-c3nc4ccccc4[nH]3)ccc2Cl)cc1[N+](=O)[O-]
34. Cc1c(/C=C/C(=O)c2ccc(Cl)s2)cnn1C
35. O=C(O)c1ccc(Cl)cc1Nc1nc2cc(Cl)ccc2o1
36. CCOC(=O)/C(C(=O)Nc1ccccc1Cl)=C1/NC(C)(C)Cc2ccccc21
37. Cc1ccc2nc3c(cc2c1)c(NC(=O)c1cccnc1)nn3C
38. COc1ccccc1CC(=O)Nc1ccc(S(=O)(=O)N2CCOCC2)cc1
39. O=C1CCc2cc(S(=O)(=O)Nc3ccccc3)ccc2N1
40. O=C(CSc1nccn(-c2ccc(Br)cc2)c1=O)Nc1ccccc1F

screen / no. | 33 | 34 | 35 | 36 | 37 | 38 | 39 | 40
CF NFkB inh | 39 | -5 | -6 | 9 | -4 | -1 | 22 | -6
Shn3 3UTR inh | -11 | -52 | 4 | -2 | 2 | -2 | -16 | -5
NR2E3 ag-1 | -11 | -55 | -14 | -16 | -30 | 12 | -11 | 9
HIF-2a block | 27 | -171 | -126 | -16 | -11 | 7 | 2 | -5
Peg3 promoter | 62* | -282 | -79 | -4 | -9 | 0 | -2 | -15
iPSC survival up | -2.7 | 0.8 | 2.0 | 1.8 | -1.8 | -0.3 | -2.6 | 0.2
NR2E3 ag-2 | 1 | -1 | 1 | 0 | -6 | 1 | 3 | -2
TWEAK-Fn14 inh | 36 | -16 | -8 | -10 | -9 | -13 | 1 | -26
KKLEB cytotox | -53* | -6 | -8 | 4 | 5 | 0 | -14 | 10
MITF TRPM1 inh | -9 | -61 | . | -2 | 14 | -3 | -9 | -6
aDG glyco act | -0.4 | 1.1 | -0.2 | -0.1 | 0.2 | 0.0 | 0.1 | 0.0

41. O=C(Nc1ccc(C(=O)O)cc1)/C(=C\c1ccc2c(c1)OCO2)NC(=O)c1ccccc1
42. COc1ccc(S(=O)(=O)NC(CC(C)C)C(=O)NC(C)c2cccs2)cc1 (stereo not drawn)
43. O=C(Nc1cccc2ccccc12)/C(=C\c1cccc([N+](=O)[O-])c1)NC(=O)c1cccs1
44. O=C(COC(=O)c1ncc(Cl)c(Cl)c1Cl)NC1CCS(=O)(=O)C1 (stereo not drawn)
45. O=C(Nc1ccccc1C(=O)NCc1ccco1)c1ccco1

screen / no. | 41 | 42 | 43 | 44 | 45
CF NFkB inh | -2 | 16 | 11 | 7 | 3
Shn3 3UTR inh | -7 | 10 | -2 | 0 | 6
NR2E3 ag-1 | 10 | -3 | -12 | -8 | -17
HIF-2a block | 10 | 5 | 15 | 5 | 4
Peg3 promoter | -4 | 9 | 11 | 10 | 5
iPSC survival up | -1.3 | 0.4 | -1.1 | -0.5 | 5.0
NR2E3 ag-2 | -2 | 2 | -4 | 2 | -3
TWEAK-Fn14 inh | 8 | -4 | 17 | 8 | -2
KKLEB cytotox | 1 | 3 | -26 | 6 | 11
MITF TRPM1 inh | -1 | -1 | 1 | 4 | 10
aDG glyco act | 1.0 | 0.0 | -0.3 | 0.0 | 0.0

Source: PubChem BioAssay

Not a hit list. About 4.4% of those tested had a hit in this group.
